ROMK mod = modulators of human ROMK potassium channel | Tet-inducible ROMK, thallium flux fluorescence; actives lie on both sides | B-score at 10 µM | actives 2% (n = 130,000);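 active = signal ratio slope over the read window, or its plate-corrected B-score, at least 3 SD from the plate mean, either direction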;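 also: B-score of the F/F0 ratio slope over 7 to 12 s after thallium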
STAT3 activator = increases IL-6 driven STAT3 reporter signal | U3A cells, IL-6 STAT3-luciferase reporter, luminescence; 100% = signal with IL-6 EC80 alone | AID 871 | actives 0.91% (n = 190,000) | activation (% of control), % at 5.6 µM;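 active = activation above the screen-wide mean of compound activation plus 3 SD, cut at about 130% in these data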;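 also: 0% = background luminescence of wells with medium and substrate only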
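Test system: Human STAT1-deficient U3A cells with stable STAT3-luciferase reporter | Also added: Interleukin-6, 33 ng/mL | Timing: Compound pre-incubation 1 h before IL-6, then 6 h stimulation at 37 °C | Technique: Luciferase reporter luminescence | Read-out: Percent of IL-6-only median luminescence | Benchmarks: IL-6-only wells as 100% reference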
TR-FRET SRC-2 ct = counter-screen for PPARgamma SRC-2 recruitment agonists: TR-FRET artefact | TR-FRET ratio at 8 µM | AID 1049 | active compounds read high | actives 0.4% (n = 200,000); in the data active = TR-FRET ratio above about 2000; also: inactives centre near 1500
RAM inhibit = yeast RAM network inhibition; actives 1.8% (n = 190,000); AID 868; inhibition, % at 50 µM; S. cerevisiae dse1pr::URA3 reporter, 5-FOA growth OD615, 2 d; analog-sensitive cbk1-as2 kinase mutant strain;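 active = inhibition above a set limit, 3 SD over mean compound inhibition, cut at about 8.4% in these data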;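 also: 0% = DMSO-only wells with no growth and 100% = 10 µM 1-NA-PP1 full growth; inhibition rescues growth on 5-FOA so higher OD means more RAM inhibition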
PPARg SRC1 recr = PPARgamma-driven SRC-1 recruitment agonism; PPARgamma-SRC-1 coactivator recruitment biochemical assay; activation, % at 8 µM; actives 0.41% (n = 200,000); AID 631; in the data active = activation above about 19%;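 also: 0% = DMSO and 100% = reference agonist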
PPARg SRC-3 ag = agonists of human PPARgamma SRC-3 coactivator recruitment; P37231; biochemical PPARgamma/SRC-3 coactivator recruitment assay; activation, % at 8 µM; actives 0.26% (n = 200,000); in the data active = activation above about 23%;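 also: 0% = DMSO and 100% = reference agonist; some compounds past the cut are filed as inactive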
TLR4-MyD88 BLA = inhibitors of human TLR4-MyD88 binding. HeLa CL3-4 TLR4/MyD88 BLA complementation, FRET ratio. actives 0.18% (n = 200,000). O00206+Q99836. inhibition, % at 8.4 µM; in the data active = inhibition above about 25%;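 also: 0% = vehicle and 100% = reference inhibitor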
Target sequence (O00206 whole entry, looked up): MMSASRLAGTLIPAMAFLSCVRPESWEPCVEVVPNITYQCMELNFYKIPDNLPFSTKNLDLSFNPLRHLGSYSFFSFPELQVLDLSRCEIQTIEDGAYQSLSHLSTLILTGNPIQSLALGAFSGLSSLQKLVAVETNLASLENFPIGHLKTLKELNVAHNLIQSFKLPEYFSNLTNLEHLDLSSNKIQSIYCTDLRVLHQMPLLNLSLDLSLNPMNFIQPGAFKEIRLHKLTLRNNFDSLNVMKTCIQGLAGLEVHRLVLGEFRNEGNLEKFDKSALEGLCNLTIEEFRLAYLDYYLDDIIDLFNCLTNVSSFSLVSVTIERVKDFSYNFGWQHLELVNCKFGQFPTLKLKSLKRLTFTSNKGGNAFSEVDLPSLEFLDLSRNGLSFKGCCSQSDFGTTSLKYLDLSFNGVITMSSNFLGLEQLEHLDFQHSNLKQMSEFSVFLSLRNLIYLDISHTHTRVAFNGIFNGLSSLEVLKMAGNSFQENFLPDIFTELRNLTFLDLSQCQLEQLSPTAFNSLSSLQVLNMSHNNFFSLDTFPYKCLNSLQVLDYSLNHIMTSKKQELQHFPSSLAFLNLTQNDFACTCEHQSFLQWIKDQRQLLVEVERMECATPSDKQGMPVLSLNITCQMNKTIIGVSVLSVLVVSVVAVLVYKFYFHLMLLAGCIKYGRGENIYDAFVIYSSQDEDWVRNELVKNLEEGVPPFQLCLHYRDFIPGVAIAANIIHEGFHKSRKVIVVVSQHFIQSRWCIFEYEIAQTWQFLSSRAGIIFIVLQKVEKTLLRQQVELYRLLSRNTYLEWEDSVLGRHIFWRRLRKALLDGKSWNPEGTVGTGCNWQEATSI
Target sequence (Q99836 whole entry, looked up): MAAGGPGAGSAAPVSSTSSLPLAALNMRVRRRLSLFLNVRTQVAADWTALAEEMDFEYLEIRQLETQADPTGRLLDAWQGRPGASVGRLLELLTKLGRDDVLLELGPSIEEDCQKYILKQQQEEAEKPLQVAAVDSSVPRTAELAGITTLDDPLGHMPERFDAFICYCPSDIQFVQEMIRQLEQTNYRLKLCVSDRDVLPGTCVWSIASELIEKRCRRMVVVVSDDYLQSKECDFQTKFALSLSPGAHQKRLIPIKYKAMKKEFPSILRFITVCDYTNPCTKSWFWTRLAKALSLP
STAT3 blocker = STAT3 signaling inhibition; U3A cells, IL-6 STAT3-luciferase reporter, luminescence; host cell line lacks STAT1; inhibition, % at 5.5 µM; actives 0.89% (n = 190,000); AID 862;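 active = inhibition above the mean inhibition across all screened compounds plus 3 SD, cut at about 44% in these data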;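 also: 0% = DMSO only wells and 100% = 100 µM nifuroxazide control wells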
PPARg SRC-2 ag = promotes SRC-2 coactivator recruitment by human PPARgamma | PPARgamma LBD-SRC-2 recruitment, biochemical | P37231 | AID 1032 | actives 0.34% (n = 200,000) | activation, % at 8 µM; in the data active = activation above about 22%;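 also: 0% = vehicle and 100% = reference agonist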
STAT1 inh = STAT1 signaling inhibition; inhibition, % at 5.5 µM; NIH 3T3 STAT1-luciferase reporter, IFN-gamma, luminescence; actives 0.35% (n = 200,000);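 active = inhibition above a set limit, the mean inhibition across all tested compounds plus 3 SD, cut at about 34% in these data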;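 also: 0% = IFN-gamma with DMSO and 100% = IFN-gamma with 300 µM nifuroxazide; values of inactives mirror those of a sister screen read the other way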
S1P3 antag = antagonists of human S1P3 receptor; Q99500; CHO S1P3 NFAT-BLA reporter, FRET fluorescence, antagonist mode; inhibition, % at 4.98 µM; actives 0.27% (n = 170,000); AID 485;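 active = inhibition above the plate cutoff, the mean inhibition of test wells on that plate plus 3 SD, cut at about 28% in these data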;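 also: cells challenged with S1P at its EC80 of 0.8 µM; blue over green emission ratio from cleaved BLA substrate after 4 h stimulation; 0% = S1P-stimulated wells and 100% = unstimulated DMSO-only wells; some compounds past the cut are filed as inactive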
* marks the source's active call; other numbers are inactive results; x = not tested or not shown.

Start of the data: the first 9 entries, to show the layout:
SMILES	ROMK mod	STAT3 activator	TR-FRET SRC-2 ct	RAM inhibit	PPARg SRC1 recr	PPARg SRC-3 ag	TLR4-MyD88 BLA	STAT3 blocker	PPARg SRC-2 ag	STAT1 inh	S1P3 antag
Cc1occc1C(=O)NNC(=O)C(c1ccccc1)c1ccccc1	-0.0065	99	1519	2.1	-4	4	-8	8	7	3	x
O=S(=O)(NCCCO)c1ccc2c(c1)Cc1cc(S(=O)(=O)NCCCO)ccc1-2	0.43	108	1445	2.7	1	4	-3	-5	-1	4	-16
O=C(O)CCC(NS(=O)(=O)c1ccc(N2CCCC2=O)cc1)C(=O)O (stereo not drawn)	x	93	1464	0.2	-1	-2	12	14	-2	6	-3
C/C(=N\NC(=O)c1c(Cl)cnn1C)c1cccc(NC(=O)C(C)C)c1	0.02	89	1503	1.6	6	-2	3	15	-2	7	-18
CN(C)C(=O)CSc1ncnc2scc(-c3ccccc3)c12	-2.7	115	1448	2.1	-5	1	-7	-12	6	15	-2
CCN(C(=O)COC(=O)c1ccccc1Nc1cccc(C)c1C)C1CCS(=O)(=O)C1 (stereo not drawn)	x	108	1343	3.8	0	-10	2	1	-6	1	x
CCCN(CC1CC1)c1nc(N)c2c(N)nc(OC)cc2c1C#N	0.17	106	1676	1.2	-1	-8	-15	-9	2	-10	x
CCC(C)C(=O)Nc1cc(Cl)ccc1C(=O)O (stereo not drawn)	1.2	109	1319	0.2	-7	-2	-4	-6	-3	9	-6
CCc1cc2ccccc2nc1SCC(=O)Nc1cc(OC)c(OC)cc1C(=O)O	1.5	100	1622	1.7	8	4	6	8	0	-7	-6

All compounds of this part, previewed entries included:
SMILES	ROMK mod	STAT3 activator	TR-FRET SRC-2 ct	RAM inhibit	PPARg SRC1 recr	PPARg SRC-3 ag	TLR4-MyD88 BLA	STAT3 blocker	PPARg SRC-2 ag	STAT1 inh	S1P3 antag
Cc1occc1C(=O)NNC(=O)C(c1ccccc1)c1ccccc1	-0.0065	99	1519	2.1	-4	4	-8	8	7	3	x
O=S(=O)(NCCCO)c1ccc2c(c1)Cc1cc(S(=O)(=O)NCCCO)ccc1-2	0.43	108	1445	2.7	1	4	-3	-5	-1	4	-16
O=C(O)CCC(NS(=O)(=O)c1ccc(N2CCCC2=O)cc1)C(=O)O (stereo not drawn)	x	93	1464	0.2	-1	-2	12	14	-2	6	-3
C/C(=N\NC(=O)c1c(Cl)cnn1C)c1cccc(NC(=O)C(C)C)c1	0.02	89	1503	1.6	6	-2	3	15	-2	7	-18
CN(C)C(=O)CSc1ncnc2scc(-c3ccccc3)c12	-2.7	115	1448	2.1	-5	1	-7	-12	6	15	-2
CCN(C(=O)COC(=O)c1ccccc1Nc1cccc(C)c1C)C1CCS(=O)(=O)C1 (stereo not drawn)	x	108	1343	3.8	0	-10	2	1	-6	1	x
CCCN(CC1CC1)c1nc(N)c2c(N)nc(OC)cc2c1C#N	0.17	106	1676	1.2	-1	-8	-15	-9	2	-10	x
CCC(C)C(=O)Nc1cc(Cl)ccc1C(=O)O (stereo not drawn)	1.2	109	1319	0.2	-7	-2	-4	-6	-3	9	-6
CCc1cc2ccccc2nc1SCC(=O)Nc1cc(OC)c(OC)cc1C(=O)O	1.5	100	1622	1.7	8	4	6	8	0	-7	-6
CC(NS(=O)(=O)c1ccc(CCC(=O)N2CCN(C)CC2)cc1)c1ccccc1 (stereo not drawn)	x	101	1479	1.9	1	4	1	3	-3	-6	-30
COc1ccc(S(=O)(=O)Nc2cc(Cl)ccc2OC)cc1	x	106	1569	1.8	5	0	13	-1	-2	5	-6
Cc1ccc(NC(=S)N(C)Cc2cn(C)c3ccccc23)cc1	0.39	107	1592	0.0	3	0	-20	-11	-4	16	-3
O=C(NCc1cccnc1)c1ccc(-c2cc3ccccc3oc2=O)cc1	0.78	66	1495	0.6	4	2	2	46*	9	4	6
COc1ccc(C(=O)C2CCCN(C(=O)CCC3=NNC(=O)CC3)C2)c(C)c1 (stereo not drawn)	x	96	1493	0.7	-2	3	2	8	2	5	-17
CC(=O)CCc1oc2ccc(NC(C)=O)cc2c1-c1ccc(C)o1	x	105	1757	0.8	6	-11	-15	-1	-5	3	5
CCOC(=O)C1=C(C)N(c2ccccc2)C(=O)C1CC(=O)O (stereo not drawn)	-0.34	104	1448	0.8	3	-12	-13	0	-5	2	-30
O=C(COC(=O)c1cccc2ccccc12)Nc1ncc(C(F)(F)F)cc1Cl	1.5	94	1268	1.7	2	-10	-2	14	-1	4	x
COc1cccc(NC(=O)c2ccc(NC(=O)C(C)(C)C)cc2)c1	0.45	109	1497	1.7	6	3	0	-6	2	-41	2
CCC(=O)Oc1ccc(C(=O)Nc2ccccc2C(=O)NCC(C)C)cc1	2.3	104	1511	1.7	-8	2	-1	0	-2	3	-10
COc1ccc(-c2ccc(CCC(=O)O)o2)cc1	0.77	94	1632	-0.4	4	3	-12	13	13	1	-5
COc1ccc(-c2noc(CCCC(=O)N3CCOCC3)n2)cc1	x	100	1302	-0.4	0	-2	-14	5	-6	6	-6
Cc1ccc2[nH]c(=O)c(CN(CCCN(C)C)C(=S)NCCc3ccccc3)cc2c1	-0.53	101	1577	-0.1	3	2	7	4	-1	-11	-5
COc1ccc(/C=N/NC(=O)c2nc(-c3ccccc3)n(-c3ccccc3)n2)cc1	x	102	1631	8.0	1	2	2	-3	2	5	10
COc1ccc(CNC(=O)COC(=O)CC2CC3CCC2C3)cc1OC (stereo not drawn)	-0.73	96	1624	2.7	-6	5	-3	3	-8	0	-17
O=C(CCl)N=c1sccn1Cc1cccc2ccccc12	-0.38	34	1761	5.8	8	3	-2	81*	-1	92*	5

Further entries.
SMILES	ROMK mod	STAT3 activator	TR-FRET SRC-2 ct	RAM inhibit	PPARg SRC1 recr	PPARg SRC-3 ag	TLR4-MyD88 BLA	STAT3 blocker	PPARg SRC-2 ag	STAT1 inh	S1P3 antag
Cc1ccc(Nc2nc3ccccc3c(=O)s2)cc1C	-0.73	99	1383	4.7	3	-1	17	6	-6	13	-2
CCOc1ccc(NC(=O)C2CCCN(S(=O)(=O)c3cccc4nsnc34)C2)cc1 (stereo not drawn)	0.011	93	1516	5.0	-4	-6	-5	15	0	1	x
CCCOc1ccc(NC(N)=O)cc1OCCC	0.55	105	1413	0.3	-5	-4	6	-3	2	-9	3
O=C(NCc1nnc(SCC(=O)N2CCCc3ccccc32)o1)c1c(F)cccc1Cl	0.017	102	1388	-0.5	1	3	2	0	-3	-1	-12
COc1ccc(O)c(/C=N\NC(=O)CCn2nnc3ccccc32)c1	0.48	99	1588	1.9	2	4	-5	2	9	6	x
O=C(NC1CCCCCC1)C(=S)NCCc1ccccc1	0.54	109	1242	3.3	-11	-5	-1	-9	-9	-7	0
Oc1ccc(-c2[nH]ncc2-c2cnn(-c3ccccc3)c2)c(O)c1	-0.044	104	1391	-0.5	0	4	-9	4	-7	-4	-6
C/C(=N\O)C1/C(=N/O)CC2C1C2(C)C (stereo not drawn)	x	92	1531	1.2	8	0	-10	13	4	1	x
O=C(CN1CCN(c2ccc(F)cc2)CC1)Nc1ccc(-n2cnnn2)cc1	x	102	1380	2.1	1	-4	2	0	-10	-5	5
O=C(c1cccc(NS(=O)(=O)c2ccc(F)c(F)c2)c1)N1CCN(C(c2ccccc2)c2ccccc2)CC1	x	94	1493	1.5	8	2	3	10	3	1	3
CCN1CCc2c(C#N)c(N3CCOCC3)nc(N3CCOCC3)c2C1	-0.48	107	1548	0.5	3	-2	5	-2	10	-7	x
Cc1[nH][nH]c(=O)c1C=NCc1cccs1	0.011	113	1790	0.6	2	-1	9	-8	-3	5	-1
O=C(NCc1nnc2c3ccccc3c(-c3ccccc3)nn12)c1ccccc1Cl	0.93	108	1413	1.5	-4	-1	-1	-11	-5	-1	-4
CCOC(=O)CCC(NC(=O)CCCCCCCCC(=O)NC(CCC(=O)OCC)C(=O)OCC)C(=O)OCC (stereo not drawn)	-0.15	84	1407	-1.7	-2	5	8	25	7	5	11
CC(C)c1nccn1S(=O)(=O)c1cc(Cl)ccc1Cl	-0.37	97	1559	-0.3	4	6	-9	3	4	3	-18
Cc1ccc(OCC(=O)Nc2cc(S(=O)(=O)N3CCCCC3)ccc2C)c([N+](=O)[O-])n1	x	105	1321	3.4	1	-3	-1	-5	-6	5	-20
COc1ccc(OC)c(-c2c(C#N)c(N)nc3c2c(=O)nc2sccn23)c1	0.5	83	1536	-0.4	0	3	-21	28	0	7	-7
Cc1cccc(NCc2ccccc2OCc2ccccc2F)c1	0.52	108	1469	-1.1	1	-3	-1	-7	3	11	5
COCCNC(=O)c1cc(-c2ccc(Cl)c(Cl)c2)on1	x	93	1505	0.9	1	4	8	8	-5	-15	6
C=CCNc1nc(C)c(C(C)=O)cc1C#N	0.28	103	1330	1.8	4	-5	-6	3	6	-6	x
COc1cccc(C(=O)COc2cccc(NC(=O)c3ccco3)c2)c1	-0.22	100	1324	-2.0	-6	3	5	5	-2	-7	-4
c1ccc(N2CCN(Cc3ccsc3)CC2)nc1	x	97	1362	3.5	0	-2	-7	10	1	-3	4
O=C(CCNC(=O)c1ccccc1Cl)Nc1cc(C(F)(F)F)ccc1Cl	-0.34	92	1392	1.2	3	-4	6	8	-5	3	-18
CCSCCNC(=O)c1cncc(Br)c1	x	97	1398	2.4	-5	2	10	5	-2	3	-1
O=C(O)CN1C(=O)SC(Nc2ccc(Cl)cc2)C1=O (stereo not drawn)	-0.044	100	1469	0.2	4	14	-7	0	3	2	x

The results go on.
SMILES	ROMK mod	STAT3 activator	TR-FRET SRC-2 ct	RAM inhibit	PPARg SRC1 recr	PPARg SRC-3 ag	TLR4-MyD88 BLA	STAT3 blocker	PPARg SRC-2 ag	STAT1 inh	S1P3 antag
Nc1ccc(C(=O)N2CCCC2)cc1	-0.16	90	1588	1.3	6	7	17	15	8	7	x
COCCNC(=O)c1cc2sc3ccccc3c2s1	x	87	1511	0.5	5	5	-11	18	9	-41	-7
O=C(Nc1ccc2sccc2c1)c1ccc(Cl)s1	x	108	1585	1.6	0	6	-1	-10	2	-97	2
COc1ccc(Br)cc1/C=N/NC(=O)c1cccc(S(=O)(=O)N2CCOCC2)c1	-0.065	91	1603	1.6	8	3	13	12	0	12	-28
Cc1c(NC(=O)CN2CCN(c3ccccc3)CC2)c(=O)n(-c2ccccc2)n1C	x	103	1453	2.6	6	10	11	0	11	-8	x
CC(NC(=O)c1ccncc1)C(C)(C)C (stereo not drawn)	x	100	1499	-0.3	3	4	-1	1	-2	-5	x

Source: PubChem
